NLRP3 yeast inh = NALP3 inflammasome inhibitors in reconstituted yeast, primary screen, luminescence, uHTS | AID 2825, 2010 | inhibition, % at 10 µM | Yeast reconstituted NLRP3/ASC/caspase-1, beta-gal luminescence, 24 h | hit rate 0.39% among 330,000;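 active = inhibition of 50% or more; inactive = inhibition below 50%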;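 also: plate controls were induced DMSO wells for no effect and uninduced yeast grown without galactose for full effect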
tim10-1 inh = growth inhibitors of tim10-1 mutant yeast, primary screen, luminescence, uHTS | S. cerevisiae tim10-1 ts strain growth, BacTiter-Glo, 24 h | inhibition, % at 20 µM | hit rate 2.2% among 330,000;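 active = inhibition of at least 40%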;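 also: mutant grown at 25 °C; 0% = DMSO wells with yeast and 100% = wells holding no yeast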
TIM10 inh = growth inhibitors of isogenic TIM10 control yeast, primary screen, counter-screen for tim10-1 yeast inhibitor project, luminescence, uHTS. S. cerevisiae TIM10 strain growth, BacTiter-Glo luminescence, 24 h. inhibition, % at 10 µM. hit rate 1.4% among 330,000. AID 463195, 2010;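 active = inhibition of 40% or more at the single tested concentration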;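 also: wild-type TIM10 isogenic control strain grown at permissive 25 °C; 0% = DMSO yeast wells and 100% = minimal medium wells without yeast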
mIAP act = activators of mouse IAP, primary screen, biochemical, luminescence, uHTS. intestinal alkaline phosphatase [Mus musculus]. muIAP, CDP-Star luminescence, 30 min; hits give high values; 1 = vehicle-only enzyme signal, 0 = enzyme-free wells. activation factor at 10 µM. hit rate 0.24% among 330,000;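 active = activation factor of at least 2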; also: the source names both 10 and 20 µM as test concentration; values of inactives mirror those of a sister screen read the other way
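Assay system: mouse IAP enzyme / Compound: DMSO-dissolved test compounds / Timing: 30 min, room temperature / Measured by: luminescence from enzymatic CDP-Star hydrolysis / Control set: DMSO-only wells, enzyme-free buffer wells as negative control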
hIAP inh = human IAP inhibitors, primary screen, biochemical, luminescence, uHTS; AID 2544, 2010; inhibition, % at 10 µM; hit rate 0.12% among 330,000; Intestinal-type alkaline phosphatase (Homo sapiens), P09923; purified IAP, CDP-Star luminescence, 30 min;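 active = inhibition reaching a set limit with compound at 10 µM in the primary screen, cut at about 35% in these data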;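 also: plate controls were DMSO wells with enzyme for no effect and no-enzyme buffer wells for full effect; values of inactives mirror those of a sister screen read the other way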
Target sequence (P09923 whole entry, looked up): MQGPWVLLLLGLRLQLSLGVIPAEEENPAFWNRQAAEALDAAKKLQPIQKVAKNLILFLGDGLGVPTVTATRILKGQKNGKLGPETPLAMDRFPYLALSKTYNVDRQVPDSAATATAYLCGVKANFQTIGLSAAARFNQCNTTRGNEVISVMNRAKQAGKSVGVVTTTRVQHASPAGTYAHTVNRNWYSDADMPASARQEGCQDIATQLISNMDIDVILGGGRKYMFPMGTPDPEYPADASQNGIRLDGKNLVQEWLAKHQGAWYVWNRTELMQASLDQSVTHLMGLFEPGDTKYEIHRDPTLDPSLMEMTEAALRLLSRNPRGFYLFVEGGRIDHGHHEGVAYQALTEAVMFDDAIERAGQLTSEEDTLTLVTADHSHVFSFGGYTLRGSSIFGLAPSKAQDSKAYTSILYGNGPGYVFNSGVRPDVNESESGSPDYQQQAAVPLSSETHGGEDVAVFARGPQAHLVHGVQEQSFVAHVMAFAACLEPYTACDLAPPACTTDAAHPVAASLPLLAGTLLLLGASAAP
hIAP activ = human IAP activators, primary screen, biochemical, luminescence, uHTS; Intestinal-type alkaline phosphatase (Homo sapiens), P09923; purified human IAP, CDP-Star luminescence, 30 min; hits give high values; 1 = vehicle-only enzyme, 0 = enzyme-free background; activation factor at 10 µM; hit rate 0.16% among 330,000;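 active = activation factor of the enzyme at least 2-fold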; also: the source names both 10 and 20 µM as test concentration; values of inactives mirror those of a sister screen read the other way
mIAP block = inhibitors of mouse IAP, primary screen, biochemical, luminescence, uHTS | intestinal alkaline phosphatase [Mus musculus] | purified mouse IAP, CDP-Star luminescence, 30 min | inhibition, % at 10 µM | hit rate 0.2% among 330,000;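 active = inhibition of at least 40% at 10 µM in the primary screen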;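 also: plate controls were DMSO with enzyme for no effect and no enzyme wells for full effect; values of inactives mirror those of a sister screen read the other way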
Apaf-1 inh = inhibitors of human Apaf-1 apoptosome, primary screen, biochemical, DEVD-Rh110 fluorescence, uHTS; Apoptotic protease-activating factor 1 (Homo sapiens), O14727; reconstituted apoptosome caspase-3 activity; inhibition, % at 20 µM; hit rate 0.71% among 330,000; active = inhibition of at least 40% at 20 µM;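 also: plate controls were DMSO wells for no effect and DEVD-CHO caspase inhibitor wells for full effect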
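Assay system – apoptosome proteins · Medium – Hepes buffer, pH 7.5 · Also added – cytochrome c with DEVD-Rh110 · Timing – 30 min compound preincubation, 50 min activation, room temperature · Detection – Rh110 fluorescence, excitation 480 nm, emission 540 nm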
ATG4B inhibitor = ATG4B protease inhibitors, primary screen, biochemical, fluorescence, uHTS | Cysteine protease ATG4B (Homo sapiens), Q9Y4P1 | ATG4B cleavage of LC3-PLA2, NBD-HPC fluorescence, 1 h | inhibition, % at 8.33 µM | hit rate 0.51% among 340,000 | AID 504462, 2011; in the data active = inhibition above about 40%
Target sequence (Q9Y4P1 whole entry, looked up): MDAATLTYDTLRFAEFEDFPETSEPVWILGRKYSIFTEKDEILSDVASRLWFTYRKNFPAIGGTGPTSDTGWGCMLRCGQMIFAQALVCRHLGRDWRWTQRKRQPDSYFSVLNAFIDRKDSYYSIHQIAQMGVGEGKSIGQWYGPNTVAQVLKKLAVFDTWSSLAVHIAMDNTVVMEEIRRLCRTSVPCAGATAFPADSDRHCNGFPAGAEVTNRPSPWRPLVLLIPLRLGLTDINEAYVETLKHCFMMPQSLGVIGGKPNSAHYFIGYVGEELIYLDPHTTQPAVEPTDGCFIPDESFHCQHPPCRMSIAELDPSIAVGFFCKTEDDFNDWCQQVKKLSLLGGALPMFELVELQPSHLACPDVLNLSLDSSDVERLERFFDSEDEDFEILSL
Starred values were filed as active, the others as inactive.

The first 2 compounds, ahead of the listing:
item	mol	NLRP3 yeast inh	tim10-1 inh	TIM10 inh	mIAP act	hIAP inh	hIAP activ	mIAP block	Apaf-1 inh	ATG4B inhibitor
1	O=C(COC(=O)CNC(=O)c1ccccc1)Nc1ccc(F)c([N+](=O)[O-])c1	12.2	5.2	4.4	0.966	5.0	0.95	3.4	-4.9	4.2
2	N#C/C(=C\c1cccs1)C(=O)NCc1ccco1	8.0	14.6	7.4	0.985	11.3	0.887	1.5	-7.1	-2.6

The list itself, repeating the preview:
item	mol	NLRP3 yeast inh	tim10-1 inh	TIM10 inh	mIAP act	hIAP inh	hIAP activ	mIAP block	Apaf-1 inh	ATG4B inhibitor
1	O=C(COC(=O)CNC(=O)c1ccccc1)Nc1ccc(F)c([N+](=O)[O-])c1	12.2	5.2	4.4	0.966	5.0	0.95	3.4	-4.9	4.2
2	N#C/C(=C\c1cccs1)C(=O)NCc1ccco1	8.0	14.6	7.4	0.985	11.3	0.887	1.5	-7.1	-2.6
3	COc1ccc(-c2[nH]ncc2CN(CCO)Cc2cccs2)c(F)c1	8.7	10.1	2.8	0.916	-23.7	1.24	8.4	-5.4	-4.9
4	COc1ccc(C(CC(=O)O)NC(C)=O)cc1OC (stereo not given)	21.5	11.0	3.2	1.15	1.8	0.982	-15.0	2.4	-0.6
5	Cn1c(=O)cc(OCCCC(=O)Nc2ccccn2)c2ccccc21	2.8	1.6	-3.5	1.02	7.8	0.922	-2.5	-7.3	-7.1
6	CCO[C@@H]1OC(C(=O)N2CCN(Cc3ccccc3)CC2)=C[C@H](c2coc3ccccc3c2=O)[C@H]1CCCO	25.4	-9.3	3.5	0.943	15.0	0.85	5.7	3.1	-1.4
7	COc1cccc(NC(=O)COC(=O)Cc2ccc(Cl)cc2)c1	9.2	-25.6	-13.3	1.04	1.8	0.982	-4.2	0.8	-2.1
8	CCC(C)(C)n1nnnc1C(c1ccc2ncccc2c1)N1CCN2CCCC2C1 (stereo not given)	12.5	-8.1	6.4	0.896	-5.1	1.05	10.4	-22.7	-8.8
9	COc1ccc(C(=O)Nc2nc3ccc(S(C)(=O)=O)cc3s2)cc1	6.6	1.7	2.1	0.71	11.9	0.881	29.0	-3.1	-18.3
10	COc1ccc(NC(=O)CN(C)CC(=O)c2[nH]c(C)c(C(C)=O)c2C)cc1	1.5	11.8	4.8	1	-7.4	1.07	-0.4	-4.3	-2.2
11	O=S(=O)(c1ccc2c(c1)OCCO2)N1CCc2ccccc21	9.3	5.7	-4.4	0.937	4.8	0.952	6.3	6.5	-5.9
12	Cc1sc(N)nc1-c1ccc2c(c1)OCCO2	18.8	-9.6	-9.8	0.947	19.6	0.804	5.3	-9.2	3.1
13	CC(C)N(C(=S)Nc1cccc(C(F)(F)F)c1)C(C)c1ccccn1 (stereo not given)	-1.9	42.8*	2.8	1.11	-3.1	1.03	-11.0	1.9	10.7
14	Cc1c(Cl)c(C(F)(F)F)nn1CC(=O)NN	-12.5	0.3	1.0	0.982	1.4	0.986	1.8	-14.7	-2.6
15	CCC(C)NC(=O)c1ccc(CS(=O)(=O)c2ccc(OC)cc2)o1 (stereo not given)	19.3	7.1	3.4	0.93	12.5	0.875	7.0	-6.2	0.2
16	O=C(NCCNC(=O)c1ccccc1Br)c1cccnc1	11.2	6.7	18.6	1.02	5.0	0.95	-1.7	-1.0	8.0
17	CCOC(=O)N1CCC(N2Cc3cccc(C(=O)Nc4ccc(N(CC)CC)cc4C)c3C2=O)CC1	12.3	36.4	17.2	0.892	-7.4	1.07	10.8	22.7	-1.3
18	COc1ccccc1OCC(=O)NCCSCc1ccc(Cl)cc1	21.2	15.1	-27.0	1.07	-6.8	1.07	-7.1	17.3	-0.4
19	Cc1c(N2C(=O)/C(=C/c3cccc4ccccc34)SC2=S)c(=O)n(-c2ccccc2)n1C	11.1	11.4	21.9	0.839	14.2	0.858	16.1	20.6	11.4
20	COc1ccc(Cl)cc1NC(=O)CN(C)C(=O)CN1C(=O)NC2(CCCC2)C1=O	2.2	6.9	8.0	1.03	-0.1	1	-3.4	2.0	1.8

(listing goes on)
item	mol	NLRP3 yeast inh	tim10-1 inh	TIM10 inh	mIAP act	hIAP inh	hIAP activ	mIAP block	Apaf-1 inh	ATG4B inhibitor
21	O=c1[nH][nH]c(C(F)(F)F)c1/C=N/N1CCOCC1	-0.9	8.9	6.4	1.02	-44.3	1.44	-1.8	-4.5	1.6
22	Cc1ccc(NC(=O)c2cc(N3C(=O)CCC3=O)ccc2N2CCOCC2)cc1	4.5	3.7	13.1	1.03	9.6	0.904	-3.1	-7.5	17.5
23	COC(=O)c1c(NC(NC(=O)C(C)(C)C)C(Cl)(Cl)Cl)sc2c1CCC2 (stereo not given)	7.9	36.4	31.1	1.01	-3.9	1.04	-0.8	17.4	0.7
24	Cc1cccc(C(=O)Nc2nsc(N)n2)c1	19.0	-1.5	4.0	1.08	11.7	0.883	-8.0	-2.0	-14.9
25	Cc1nn(C(=O)Cn2ccc([N+](=O)[O-])n2)c(C)c1Cl	14.1	-9.1	-4.9	0.996	-0.8	1.01	0.4	-5.2	2.3
26	Fc1ccc(Oc2ccnc(Cl)n2)c(Cl)c1	-15.6	-3.4	-8.6	1.03	6.2	0.938	-3.3	-15.6	-2.1
27	COc1ccc(C(=O)NNC(=O)CSc2nnc(C3CC3)n2C)cc1	-0.5	-18.1	9.1	0.953	14.7	0.853	4.7	4.7	-1.4
28	CNc1cc([N+](=O)[O-])ccc1OCc1ccccc1	4.2	10.5	-1.7	0.884	12.0	0.88	11.6	7.1	6.9
29	COCCNC(=O)c1cc(S(=O)(=O)N2CCCCC2)ccc1N1CCOCC1	-6.0	-10.4	3.0	0.963	-4.1	1.04	3.7	20.7	-0.9
30	Cc1ccc(C)c(-n2c(SCC(=O)N3CCC(C(=O)O)CC3)nnc2-c2cccc(Cl)c2)c1	25.2	22.7	14.4	1.06	8.5	0.915	-5.7	9.1	-10.3
31	COC(=O)c1ccc(C)c(NC(=O)CN2C(=O)c3ccccc3S2(=O)=O)c1	-0.4	-5.9	-5.3	0.982	10.1	0.899	1.8	5.4	-7.6
32	O=C(CN1c2ccccc2S(=O)(=O)c2ccccc21)NCc1ccc(F)cc1	6.6	10.6	11.7	0.977	5.5	0.945	2.3	0.0	-7.0
33	Cc1cc(C)c(S(=O)(=O)/N=C2\C=CC(=O)C(Cl)=C2)c(C)c1	0.9	33.2	28.8	0.946	13.1	0.869	5.4	8.7	38.5
34	CCOC(=O)C1CCCN(C(=S)Nc2ccc(F)cc2)C1 (stereo not given)	18.8	6.3	5.3	1	-9.4	1.09	-0.5	0.4	-5.5
35	CCCC(c1nnnn1CCOC)N1CCN(Cc2ccccc2)CC1 (stereo not given)	8.3	4.9	-8.4	0.979	14.0	0.86	2.1	-2.5	-5.8
36	COc1ccc(OC)c(NC(=O)CSc2nnc(Cc3cccn3C)n2CCc2ccccc2)c1	-5.6	37.5	8.0	1.03	7.2	0.928	-3.0	2.2	30.7
37	CCOC(=O)C1CCN(S(=O)(=O)c2ccc(OC)c(C(=O)N3CCCCCC3)c2)CC1	19.0	-5.8	13.1	0.965	12.5	0.875	3.5	1.8	-6.5
38	CC(=O)Oc1ccc2occ(-c3ccccc3)c2c1	15.1	24.1	16.8	1.08	-0.3	1	-7.9	-4.7	-4.9
39	O=C(COC(=O)/C=C/c1cccc(C(F)(F)F)c1)NC(c1ccccc1)c1ccccc1	1.8	4.0	6.9	0.909	-5.2	1.05	9.1	-1.8	2.7
40	O=C(O)/C=C/C(=O)NCCCc1ccccc1	22.8	-7.8	-5.2	1.04	-7.4	1.07	-4.5	11.7	-10.8

Additional records:
item	mol	NLRP3 yeast inh	tim10-1 inh	TIM10 inh	mIAP act	hIAP inh	hIAP activ	mIAP block	Apaf-1 inh	ATG4B inhibitor
41	O=C(N=C1SC2CS(=O)(=O)CC2N1c1ccc(Cl)c(Cl)c1)C1CCCO1 (stereo not given)	4.7	-6.0	11.6	0.887	-17.5	1.18	11.3	-14.6	-3.3
42	N#Cc1cc([N+](=O)[O-])ccc1NC(=O)COC(=O)C1CCC(=O)N1 (stereo not given)	12.4	-9.2	-6.8	1.04	-0.9	1.01	-3.6	-1.0	-6.9
43	C/C(=N\NC(=O)c1nnn(-c2nonc2N)c1CSc1ccc(Cl)cc1)c1ccco1	-2.6	9.7	1.6	0.882	-73.2	1.73	11.8	-3.9	-1.6
44	COc1ccc(C(=O)C2CCCN(S(=O)(=O)c3ccccc3F)C2)c(C)c1 (stereo not given)	7.1	8.4	-25.8	0.909	-11.9	1.12	9.1	15.6	3.7
45	COc1cc(CN2CCN(CC3CC3)CC2CCO)cc(OC)c1 (stereo not given)	19.7	-9.8	-1.6	0.935	-1.2	1.01	6.5	-2.9	-11.1
46	COc1cc(NC(=O)N[C@@H](Cc2c[nH]c3ccccc23)C(=O)O)c(C(=O)O)cc1OC	10.3	-4.6	2.7	0.996	6.5	0.935	0.4	8.4	5.9
47	OCCC1CN(Cc2cnc(N3CCCC3)s2)CCN1C1CCCC1 (stereo not given)	-1.6	9.0	14.5	1.09	1.5	0.985	-9.2	-31.0	-15.3
48	Cc1ccc2c(cnn2C(=O)CCC(=O)NCc2cccc(Br)c2)c1	38.3	-24.4	-14.5	1.08	5.8	0.942	-8.4	-1.7	-8.6
49	Cc1ccccc1NS(=O)(=O)c1cc(C(=O)N2CCCC2)ccc1Cl	11.6	-4.1	5.8	1.01	-3.7	1.04	-1.1	1.2	-1.6
50	S=C(NCCc1ccccc1)Nc1cccc2cnccc12	2.0	21.5	9.7	1.07	-6.6	1.07	-7.1	10.9	-9.3
